From PubChem
Autophagy mod – autophagy modulators in MEF cells, primary screen, imaging, high-content, MEF GFP-LC3. calls only at 10 µM (by protocol). 190,000 compounds, 0.98% hits. AID 463193, 2010. MEF GFP-LC3 puncta imaging; test concentration mostly 10 µM;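 active = percentage of spot-positive cells more than 3 SD above its plate mean, without a fluorescence outlier flag or 80% toxicity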;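 note: spot-positive cell cutoff set from DMSO-treated cells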
Insulin prom up – insulin promoter activators in MIN6 cells, imaging, high-content screening, mouse beta cells; MIN6 insulin promoter-GFP reporter; active compounds read high; z-score at 5 µM; 190,000 compounds, 0.3% hits; AID 1625, 2009;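 active = z-score above 3 at 5 µM with at least 500 cells counted in the well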
HEK293 NOD2/NF-kB – NOD2 signaling inhibitors, cell-based, luminescence, uHTS, HEK293 (AID 1566); HEK293 NOD2/NF-kB luciferase reporter, luminescence; higher % means a stronger effect; one-dose inhibition, % at 4 µM; EC50 in µM for titrated hits; 290,000 compounds, 0.63% hits; in the data active = inhibition above about 50%; note: many of its hits are not listed in these tables
Yfh1-depleted yeast – enhancers of respiration in Yfh1-depleted yeast, dose response, Friedreich's ataxia, plus single-dose screen (AID 1465) | 220,000 compounds, 0.074% hits | fold induction at 50 µM, or EC50 in µM where a hit was titrated | S. cerevisiae Yfh1-off respiration, WST-1 reduction, 72 h; higher fold induction means a stronger effect;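 active = fold induction of absorbance versus untreated yeast above a set limit, then at least 30% activation at any dose in follow-up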;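 note: activators that raise dye reduction in frataxin-depleted yeast; strong numbers were not always called active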
MT stabilizer – microtubule stabilizers in HeLa cells, primary screen, imaging, high-content imaging; % tubulin-high responders, % at 10 µM; 200,000 compounds, 0.83% hits; HeLa tubulin immunostaining HCS, 24 h; share of cells brighter than vehicle mean+2SD; AID 2205, 2009;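 active = plate Z-score above 3 for both tubulin-high and condensed-nucleus cell shares, with cell loss under 80%, at 10 µM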;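 note: anti alpha tubulin signal scored within the nucleus-defined area of each cell; some results filed as inactive read as strong as hits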
WT yeast gro inh – growth inhibition of WT strain, primary screen, mitochondrial fusion inhibitor project, WT and mutant strains, chemical genetic; 190,000 compounds, 2.1% hits; AID 1362, 2008; inhibition, % at 10 µM; mitochondrial fusion phenotypic screen; in the data active = inhibition above about 58%; tested in S. cerevisiae
bCat nuc transl – modulators of beta-catenin nuclear translocation, primary screen, imaging, HeLa cells, immunofluorescence, high-content; nuclear translocation activity, % at 5 µM; 190,000 compounds, 0.3% hits; AID 1665, 2009;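 active = nuclear translocation activity above 50% at 5 µM, with a well cell count of 50 or more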;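 note: per-cell ratio of nuclear to cytoplasmic median beta-catenin stain intensity; plate controls were DMSO negative control for no effect and GSK-3 inhibitor IX positive control for full effect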
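Test system: human HeLa cell line; Doses: 5 µM primary, 0.02–20 µM confirmation; Incubation: 24 h compound exposure, 37°C; Detection: beta-catenin immunofluorescence imaging with DAPI; Read-out: beta-catenin nuclear/cytoplasmic ratio, % activation.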
Lipid droplet – inhibitors of hepatocyte lipid droplet formation, primary screen, imaging, high-throughput imaging, BODIPY stain; AML12 mouse hepatocytes, oleate lipid droplets; inhibition, % at 6.5 µM; 240,000 compounds, 0.4% hits;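 active = lipid droplet intensity inhibited by at least 50%, with more than 500 cells counted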
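Assay system: AML12 hepatocytes (mouse) / Also added: 100 µM oleic acid challenge / Times: overnight treatment with compound plus oleate / Detection: high-content imaging of BODIPY-stained droplets and DAPI nuclei / Evaluation: % inhibition of lipid droplet signal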
Dynein transport – inhibitors of GR-EGFP nuclear translocation, primary screen, dynein cargo transport inhibitor project, imaging, high-content, 3617.4 mouse cells; 220,000 compounds, 0.47% hits; test concentration mostly 20 µM; stimulated with dexamethasone, 1 µM; active compounds read low; z-score, hits read low;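 active = plate z-score of nuclear minus cytoplasmic receptor signal below a set negative limit, without overly bright fluorescence or cell loss, cut at about -3.5 in these data, passing the limit was not always enough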;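 note: z-score of nuclear minus cytoplasmic ring GR-EGFP intensity difference per well; some compounds called inactive have numbers as strong as hits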
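Also added: dexamethasone, 1.0 µM final. Medium: tet-free, stripped-serum medium. Detection: fixed, Hoechst-stained cells imaged at 10x for EGFP. Read-out: nuclear-to-cytoplasmic GR-EGFP distribution per well. Times: induction 48 h, compound 1 h, agonist 30 min.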
WT yeast gro inh mutant strain – also measured in WT yeast gro inh; calls as there; inhibition, %; mitochondrial fusion phenotypic screen, mutant strain inhibition
Dynein transport cytoplasmic EGFP – recorded beside Dynein transport, whose call it bears; z-score; measured here: cytoplasmic GR-EGFP intensity; active compounds read high
Dynein transport nuclear GR-EGFP – second read-out of Dynein transport, no call of its own (marks repeat the call); z-score; measured here: nuclear GR-EGFP intensity;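 lower value marks the stronger effect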
Dynein transport cell count – also measured in Dynein transport; calls as there; z-score; measured here: cell count per field
Insulin prom up cell count – recorded beside Insulin prom up, whose call it bears; cell count; measured here: cytotoxicity, nuclei count;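 total cells summed across four imaged fields per well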
Lipid droplet cells 6.5 µM – second read-out of Lipid droplet, no call of its own (marks repeat the call); cell count; measured here: cell count, cytotoxicity flag;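 cells counted across two imaged fields per well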
bCat nuc transl cell count 5 µM – also measured in bCat nuc transl; calls as there; cell count; measured here: cell count, cytotoxicity flag
MT stabilizer Hoechst-high % – recorded beside MT stabilizer, whose call it bears; % Hoechst-high responders; measured here: nuclear condensation Hoechst responders;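 share of cells brighter than vehicle mean plus two SD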
MT stabilizer cytotoxicity % – second read-out of MT stabilizer, no call of its own (marks repeat the call); toxicity, %; measured here: cytotoxicity by cell density;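 0% = mean cell density of plate MIN control wells and 100% = no cells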
Autophagy mod cell loss 18 h – second read-out of Autophagy mod, no call of its own (marks repeat the call); toxicity, %; measured here: cell loss, nuclei count;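 cell loss after 18 h compound exposure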
* hit, by the source's call; i = inactive; x = not tested or not shown.

SMILES | Autophagy mod | Autophagy mod cell loss 18 h | Insulin prom up | Insulin prom up cell count | HEK293 NOD2/NF-kB | Yfh1-depleted yeast | MT stabilizer | MT stabilizer Hoechst-high % | MT stabilizer cytotoxicity % | WT yeast gro inh | WT yeast gro inh mutant strain | bCat nuc transl | bCat nuc transl cell count 5 µM | Lipid droplet | Lipid droplet cells 6.5 µM | Dynein transport | Dynein transport cytoplasmic EGFP | Dynein transport nuclear GR-EGFP | Dynein transport cell count
CN(C)c1ccc(C=NCCC2(O)CCOC(C)(C)C2)cc1 (stereo not drawn) | i | 5 | 0.1 | 1177 | -21% | i | 1.3 | 2.4 | 14 | 3 | -3 | -2.6 | 1164 | 14 | 737 | -0.086 | -0.13 | 0.66 | 1.2
Cc1ccccc1NC(=S)N(C)C1(c2ccccc2Cl)CCCCC1=O (stereo not drawn) | i | -1 | x | x | 13% | i | 2.3 | 1.6 | 3.2 | 16 | -13 | x | x | x | x | -0.23 | -0.093 | -0.6 | -0.99
S=C(NCCN1CCOCC1)NC1CCCCC1 | x | x | -0.44 | 1068 | 14% | i | x | x | x | x | x | 0.2 | 1325 | 9 | 738 | -0.53 | 0.17 | 0.13 | 0.6
CCOc1ccc2[nH]cc(C(=O)N3CCN(C4CCCCC4)CC3)c(=O)c2c1 | i | 5 | x | x | x | i | 2.5 | 1.8 | 9.4 | x | x | x | x | x | x | -1.6 | -0.23 | -0.83 | 0.99
Cc1ccc(-n2c(N)c(Br)c(=O)[nH]c2=O)cc1C | i | 4 | -0.51 | 1422 | -2% | i | 6.5 | 2.6 | 7.9 | 11 | 16 | -1.4 | 936 | 4 | 652 | -0.89 | -0.3 | 0.17 | 1.2
O=C(/C=C/c1ccc(F)cc1)N1CCN(S(=O)(=O)/C=C/c2ccccc2)CC1 | i | 2 | -0.31 | 1153 | -5% | i | 4.9 | 2.5 | 7.7 | -3 | 6 | -1.7 | 1081 | -20 | 646 | -0.4 | -0.3 | 0.25 | 1.4
Cc1cccc(NC(=S)NC(C)(C)CC(C)(C)C)c1 | i | 38 | -4 | 797 | 0% | i | 5.2 | 3.5 | 9.5 | 68* | 63* | -1.7 | 1086 | 27 | 702 | -1.1 | -0.11 | -0.51 | -3.5
CCn1c(CNC(=O)c2ccc(OC)c(OC)c2)nnc1SCC(=O)Nc1ccc(OC)cc1 | i | -13 | 0.24 | 1209 | 19% | i | 2.1 | 3.0 | 4.9 | -14 | -3 | 0.7 | 502 | 12 | 724 | -0.12 | -0.19 | -0.44 | 0.61
CC(C)CCOc1ccc(/C=C2\CCn3c2nc2cc(C(=O)O)ccc2c3=O)cc1 | i | 23 | -0.02 | 1414 | 39% | i | 4.0 | 2.8 | 12 | -11 | 13 | 0.4 | 1490 | 4 | 702 | 2.4 | -0.15 | 1.7 | -2
CC(C)N1C(=O)NC2(c3ccccc3)N(C)C(=O)N(C)C12c1ccccc1 (stereo not drawn) | i | 13 | -0.31 | 1335 | 9% | i | 5.0 | 1.4 | 9.8 | -2 | -1 | -1.6 | 602 | 1 | 770 | 0.37 | -0.029 | 0.85 | -1.3
CCCCNC(=O)Cn1cnc2ccc(S(=O)(=O)N3CCC(C)CC3)cc2c1=O | i | 13 | 0.31 | 1286 | 11% | i | 3.7 | 2.0 | 11 | 3 | 23 | -0.6 | 1125 | -2 | 699 | -0.78 | -0.21 | -0.21 | 0.2
CN(CCc1ccccn1)Cc1ccc(Cl)cc1Cl | i | -15 | x | x | -19% | i | 1.5 | 1.5 | 8.5 | -4 | 3 | x | x | x | x | -0.66 | -0.2 | -0.42 | 0.57
CCNS(=O)(=O)c1ccc(NC(=O)Nc2cccc(C(F)(F)F)c2)cc1 | i | 2 | 0.15 | 1773 | 1% | i | 3.5 | 1.3 | 13 | 11 | 7 | -0.8 | 1071 | -5 | 683 | -0.53 | -0.037 | 0.027 | 1.3
O=C(O)c1cc(NS(=O)(=O)c2ccc(N3CCCCC3)c([N+](=O)[O-])c2)cc(C(=O)O)c1 | i | -2 | -0.14 | 1407 | 12% | i | 1.8 | 2.2 | 9.3 | -6 | 11 | -1.0 | 1130 | -1 | 574 | -0.054 | -0.22 | 0.067 | -0.2
CCCC(=O)N1CCCC(c2nc(-c3cccc(OC)c3)no2)C1 (stereo not drawn) | i | 15 | 0.06 | 1511 | -62% | i | 1.2 | 1.2 | 0.8 | 6 | 12 | 0.2 | 1458 | 0 | 743 | 0.67 | -0.29 | 0.54 | -0.012
NC(=O)NCc1ccccc1F | i | 26 | 0.36 | 1312 | 3% | i | 1.7 | 1.0 | 1.5 | -3 | 5 | 0.9 | 1090 | -17 | 662 | -0.37 | -0.26 | -0.12 | 0.49
Cn1c(C(=O)Nc2ccc3c(c2)OCO3)cc2sccc21 | i | 4 | -0.64 | 1109 | -249% | i | 3.7 | 3.5 | 9.9 | 17 | 13 | -4.3 | 1001 | x | x | -0.23 | -0.2 | 0.078 | 0.26
CNC(=O)CSc1nnc(-c2ccc(S(=O)(=O)N3CCCC3)cc2)n1-c1cccc(C)c1C | i | -5 | -0.14 | 1286 | 2% | i | 3.4 | 1.8 | 3.9 | -6 | -2 | x | x | -8 | 685 | 2.1 | -0.04 | 1.7 | -2.9
CCCS(=O)(=O)N1CCC(C(=O)NC2CCCCC2C)CC1 (stereo not drawn) | i | 7 | 0.78 | 1207 | 10% | i | 3.1 | 2.1 | 8.4 | 8 | 4 | 2.3 | 1372 | x | x | -0.18 | -0.35 | 0.055 | -0.069
CCOC(=O)c1c(/N=C/c2cc([N+](=O)[O-])ccc2O)sc(C)c1C | i | -15 | 0.21 | 1257 | -3% | i | 0.7 | 4.3 | 9.3 | 8 | 1 | -3.4 | 1159 | -7 | 516 | 0.03 | -0.26 | -0.23 | 0.46
O=C(O)c1ccccc1C(=O)N1N=C2/C(=C/c3cccc([N+](=O)[O-])c3)CCCC2C1c1cccc([N+](=O)[O-])c1 (stereo not drawn) | i | 2 | 0.12 | 1587 | -11% | i | 3.8 | 1.1 | 2.4 | 5 | -13 | -0.1 | 1114 | 1 | 669 | 0.34 | -0.32 | -0.41 | 0.16
COc1ccc(N(CC(=O)Nc2ccc3c(c2)OCO3)S(=O)(=O)c2c(C)nn(C)c2C)cc1 | x | x | 1.7 | 1584 | 4% | i | 7.7 | 1.2 | 7.8 | 15 | 3 | -3.1 | 1019 | 3 | 554 | -0.13 | -0.18 | 0.045 | -0.37
Cc1oc(C)c(S(=O)(=O)NCc2cccs2)c1C(=O)O | x | x | x | x | 7% | i | x | x | x | x | x | -1.5 | 1218 | -10 | 714 | 1.5 | -0.0031 | 0.63 | -0.96
Cc1ccc(-c2noc(CSc3nnc(-c4ccncc4)n3-c3ccc(C)cc3)n2)cc1 | i | 8 | x | x | 4% | i | 4.0 | 2.7 | 6.3 | -41 | 29 | x | x | x | x | 0.093 | -0.23 | -0.79 | 1.2
CCOC(=O)C1CCN(CCC(=O)Nc2ccccc2Cl)CC1 | i | -2 | -0.18 | 1123 | 19% | i | 2.6 | 1.6 | 3.7 | -7 | -3 | -2.1 | 1163 | 5 | 762 | -0.11 | -0.28 | -0.13 | 0.4
Cc1ccc(NC(=O)CCC(=O)O)cc1F | i | 3 | 0.97 | 1398 | 1% | i | 2.9 | 0.2 | 69 | 0 | 0 | -1.4 | 1088 | 14 | 789 | 0.37 | -0.28 | 0.39 | 1.1
COc1cc(C2Nc3ccc4ncccc4c3C3=C2C(=O)CCC3)cc(OC)c1O (stereo not drawn) | i | 4 | -0.69 | 1263 | 1% | i | 48* | 40* | 35* | 18 | 5 | 0.0 | 1105 | 12 | 734 | -0.19 | -0.25 | -0.47 | 0.34
O=C(Nc1ccc(-c2cn3ccccc3n2)cc1)c1cccs1 | i | -3 | -0.47 | 1463 | -66% | i | 5.3 | 1.8 | 11 | 5 | 4 | -1.8 | 1123 | 1 | 662 | 0.024 | -0.33 | -0.22 | 1.4
O=C(COc1ccccc1N1C(=O)c2ccccc2C1=O)c1ccc(Cl)cc1 | i | -29 | 0.14 | 1857 | 1% | i | 3.4 | 2.6 | 6.7 | 10 | 4 | -2.4 | 1084 | 0 | 686 | -0.14 | -0.19 | -0.2 | -0.49

Only part of the results is shown; the hit share may differ from the screen's.
